Compound activity (PubChem)
NCI-60 one-dose screen, 48 h, at 10 µM unless noted. Numbers give growth in % (100 = growth as untreated, 0 = no growth, -100 = all killed).
HL-60(TB) – HL-60(TB) leukemia cells; 78,000 tested, 9% active; AID 1794776; active = growth percent below 10
An asterisk follows results filed as active; & = joins results of further samples; [ ] = dose if it differs, or a comment. An excerpt; the hit share may differ from the screen's.

SMILES	HL-60(TB)
COc1ccccc1/C(=C/c1ccc([N+](=O)[O-])cc1)C(=O)O	88
O=C(CSc1nnc(-c2cc(-c3ccccc3)nc3ccccc23)o1)c1ccccc1	98
c1ccc(-c2noc3ncnc(Nc4ccc(Oc5ccc6ccccc6c5)cc4)c23)cc1	92
c1ccc(CSc2nnc(-c3ccncc3)o2)cc1	122
Nc1cc2cc(Br)ccc2c(=O)n1NC(=O)c1ccccc1	99
C/C=C/C=C/C(=O)Oc1ccc2c(c1)C(CCNC(=O)CCCCCCCCCCCCCCCCCCC)=CC2	100
COc1ccc2nc(C)c(-c3cc(-c4cc(OC)c(OC)c(OC)c4)nc(N)n3)nc2c1	76
COc1ccc(OC)c(-c2c(C#N)c(-c3ccc(C)cc3)nc3c2c(-c2ccccc2)nn3-c2ccccc2)c1	98
COc1cccc(OC)c1C(=O)Nc1cccc(-c2cc3ccccc3oc2=O)c1	101
COc1cc(Cn2cc3c(c2-c2ccccc2)CCc2cnoc2-3)cc(OC)c1	67
Nc1ccc2cc3ccc(N)cc3nc2c1	110
C=CCC(C(=O)OCC)(C(=O)OCC)/C(C)=C/C	102
S=c1ssnc1-c1cc2ccccc2o1	78
COC(=O)C(c1ccccc1)C(O)c1ccccc1 (stereo not drawn)	73
Nc1nonc1-c1nc2ccccc2n1Cc1nn[nH]n1	104
c1c2c(cc3c1OCCO3)C1CN(C2)Cc2cc3c(cc21)OCCO3	106
O=c1cc(Cn2cc(CSc3nc4ccccc4o3)nn2)c2c(ccc3ccccc32)o1	96
CN(C)c1nc(NCCNS(=O)(=O)c2ccc(C3=Nc4c(N)nc(N)nc4NC(c4ccc(C(F)(F)F)cc4)C3)cc2)nc(N2CCOCC2)n1 (stereo not drawn)	6.0*
COc1ccc(C(=O)/C=C/c2c(C(F)(F)F)nc3ccccn23)cc1OC	2.7*
O=c1[nH]c2ccccc2n2cc3cccnc3c12	88
OC1(c2ccccc2)CC2CCC1C2 (stereo not drawn)	79
FC(F)(F)c1cc(-c2nnc3n2NC(=NC2CCCC2)CS3)cc(C(F)(F)F)c1	133
C#CCOc1ccc2ncnc(NCc3cccc(NC(=O)C=C)c3)c2c1	102[8.25 µM]
O/N=C(\CSc1nnc(-c2c[nH]c3ccccc23)n1-c1ccccc1)c1ccccc1	25
COCOc1cc2oc(C(=O)N[C@@H](Cc3ccccc3)C(=O)C(=O)NCc3ccccc3)c(C)c(=O)c2cc1OCOC	97
O=C(CNC(=O)c1nc(-c2ccccc2)n(-c2ccc(Cl)cc2)n1)NO	96
CCCCn1c(=O)c(/C=C/C(=O)/C=C(O)/C=C/c2cc3cc(Cl)ccc3n(CCCC)c2=O)cc2cc(Cl)ccc21	90
C=C(C)[C@@H]1CC[C@]2(C(=O)O)CC[C@]3(C)[C@H](CC[C@@H]4[C@@]5(C)C/C(=C/c6ccccn6)C(=O)C(C)(C)[C@@H]5CC[C@]43C)[C@@H]12	15
COc1ccc(C(=O)CSc2nc(-c3ccc(C)cc3)c(C#N)c(=O)[nH]2)cc1	90
CC(C)C1=C[C@@]23CC[C@H]4C(C)(C(=O)N=C=S)CCC[C@]4(C)[C@H]2C[C@@H]1[C@H]1C(=O)CCC(=O)[C@H]13 (stereo partly drawn)	102
O=C(O)CCCSc1nc(-c2ccccc2)cc(-c2ccc(Cl)cc2)n1	88
COc1ccc(OC)c(/C=N\NC(=O)N/N=C/c2cc(OC)ccc2OC)c1	93
Nc1cccc2c1CN(C1CCC(=O)NC1=O)C2=S (stereo not drawn)	158
C/C(CC(C)C)=N/Nc1ccc([N+](=O)[O-])cc1[N+](=O)[O-]	73
Cc1nc2ccc(Cl)cc2[nH]1	129
Cc1c(C(=O)c2ccccc2)c2ccccc2n1C	93
O=C1CCC23C=CC(O)C(O2)c2ccccc2N13 (stereo not drawn)	107
O=C(/C=C\c1cccc(Cl)c1)c1ccc(Cl)cc1	96
C=C(C)[C@@H]1CC[C@]2(C(=O)N3CCN(C)CC3)CC[C@]3(C)[C@H](CC[C@@H]4[C@@]5(C)CC(=C/c6ccncc6)/C(=N/O)C(C)(C)[C@@H]5CC[C@]43C)[C@@H]12	40
COc1cc2c(cc1OC)C(=O)C(c1ccc3c(c1)OCO3)CC2 (stereo not drawn)	101
COc1ccc2[nH]c(=O)c(O)c(-c3cccc4ccccc34)c2c1	76
CN1CCN(c2ccc(C(=O)/C=C/c3ccc(Cl)c(C(F)(F)F)c3)cc2)CC1	-23*
CNC(=O)OCc1nc(SC2CCCCO2)n(C)c1COC(=O)NC (stereo not drawn)	108
C1CNNCCNN1	102
Nc1ncnc2c1N=C(c1ccc(F)cc1)CC(c1cccc(Nc3ccnc4cc(Cl)ccc34)c1)N2 (stereo not drawn)	84
c1ccc2cc(Cn3c[n+](Cc4ccc5ccccc5c4)c4ccccc43)ccc2c1	-66*
Cc1cc(NCCN2CCOCC2)n2c(nc3ccccc32)c1C#N	97
O=c1[nH]n(-c2nnc3n2N=C(c2ccc(Cl)cc2)CS3)c(=O)c2ccccc12	100
COC(=O)C(CCC(=O)O)NC(=O)OCc1ccccc1 (stereo not drawn)	102
COc1ccc(Cl)cc1Cl	101

Copied from above (21 entries):
SMILES	HL-60(TB)
CC(C)C1=C[C@@]23CC[C@H]4C(C)(C(=O)N=C=S)CCC[C@]4(C)[C@H]2C[C@@H]1[C@H]1C(=O)CCC(=O)[C@H]13 (stereo partly drawn)	102
O=C(O)CCCSc1nc(-c2ccccc2)cc(-c2ccc(Cl)cc2)n1	88
COc1ccc(OC)c(/C=N\NC(=O)N/N=C/c2cc(OC)ccc2OC)c1	93
Nc1cccc2c1CN(C1CCC(=O)NC1=O)C2=S (stereo not drawn)	158
C/C(CC(C)C)=N/Nc1ccc([N+](=O)[O-])cc1[N+](=O)[O-]	73
Cc1nc2ccc(Cl)cc2[nH]1	129
Cc1c(C(=O)c2ccccc2)c2ccccc2n1C	93
O=C1CCC23C=CC(O)C(O2)c2ccccc2N13 (stereo not drawn)	107
O=C(/C=C\c1cccc(Cl)c1)c1ccc(Cl)cc1	96
C=C(C)[C@@H]1CC[C@]2(C(=O)N3CCN(C)CC3)CC[C@]3(C)[C@H](CC[C@@H]4[C@@]5(C)CC(=C/c6ccncc6)/C(=N/O)C(C)(C)[C@@H]5CC[C@]43C)[C@@H]12	40
COc1cc2c(cc1OC)C(=O)C(c1ccc3c(c1)OCO3)CC2 (stereo not drawn)	101
COc1ccc2[nH]c(=O)c(O)c(-c3cccc4ccccc34)c2c1	76
CN1CCN(c2ccc(C(=O)/C=C/c3ccc(Cl)c(C(F)(F)F)c3)cc2)CC1	-23*
CNC(=O)OCc1nc(SC2CCCCO2)n(C)c1COC(=O)NC (stereo not drawn)	108
C1CNNCCNN1	102
Nc1ncnc2c1N=C(c1ccc(F)cc1)CC(c1cccc(Nc3ccnc4cc(Cl)ccc34)c1)N2 (stereo not drawn)	84
c1ccc2cc(Cn3c[n+](Cc4ccc5ccccc5c4)c4ccccc43)ccc2c1	-66*
Cc1cc(NCCN2CCOCC2)n2c(nc3ccccc32)c1C#N	97
O=c1[nH]n(-c2nnc3n2N=C(c2ccc(Cl)cc2)CS3)c(=O)c2ccccc12	100
COC(=O)C(CCC(=O)O)NC(=O)OCc1ccccc1 (stereo not drawn)	102
COc1ccc(Cl)cc1Cl	101

Next structures follow:
SMILES	HL-60(TB)
NC(=O)NC(=O)CNc1nnc(-c2ccccc2)s1	103
CN1C(=O)C23CC4(C56CC78SSC(CO)(C(=O)N7C5Nc5ccccc56)N(C)C8=O)c5ccccc5NC4N2C(=O)C1(CO)SS3 (stereo not drawn)	-63*
COc1cc([C@@H]2NC(=O)c3ccccc3N2)ccc1OCCCCCOc1cc(C2CC(c3cc(OC)c(OC)c(OC)c3)=NO2)ccc1OC (stereo partly drawn)	108
Cc1cc(C)c(C(=O)CC(C)C)c(C)c1	105
CCOC(=O)c1ccc(NCn2nc(-c3cc(-c4ccccc4)nc4ccccc34)n(-c3ccccc3)c2=S)cc1	94
N#Cc1ccc(OC(=O)Nc2cc(Cl)cc(Cl)c2)cc1	-0.6*[100 µM]
Cc1nc2ccccc2s1	106
COc1ccc(NC2=CC(=O)C(C)=C(C)C2=O)cc1	80
O=C(O)C(c1ccccc1)C(Cc1ccccc1)c1ccccc1 (stereo not drawn)	108
COc1ccc(C2CCc3cc(OC)c(OC)cc3C2NC=O)cc1OC (stereo not drawn)	100
COc1ccc2nc3cc(Cl)ccc3c(N3CCN(c4nccc(Oc5ccc(Cl)cc5)n4)CC3)c2c1	97
CNS(=O)(=O)Oc1ccc(-c2ccc3sccc3c2)cc1	97
O=C(O)c1cccc(C(=O)O)[n+]1[O-]	71
N#C/C(C(=O)c1ccccc1)=C1/C(=O)Nc2ccc(F)cc21	130
COc1ccc(C(=O)c2ccc(OC)cc2O)c(O)c1	70
NC(Cc1ccccc1)=Nc1ccc(S(=O)(=O)O)cc1	98
COc1ccc(-c2nc(SCC(C)C)nc(N/N=C(/C)c3ccc(Br)cc3)c2C#N)cc1	72
COc1ccc(-c2cn(-c3cccc(C(=O)/C=C/c4ccc(O)c(OC)c4)c3)c(=O)[nH]2)cc1	-2.6*
CCCCCCCCN1C(=O)[C@H]2Cc3c([nH]c4ccccc34)[C@H](C)N2C1=S	98
C#CCOC(=O)c1ccc(Cl)cc1	100
Oc1ccc(CN2CCC(N3CCOCC3)CC2)c2cccnc12	34
CCCCCCCCCCCCCCCCCCCCCCOC(=O)CCC(=O)OCCCCCCCCCCCCCCCCCCCCCC	101
CCOC(=O)c1c(C)nc2[nH]n(-c3ccccc3)c(=O)c2c1-c1ccccc1	108
CCCc1cc(=O)oc2c3c(c4c(c12)OC(C)(C)C=C4)O[C@@H](C)[C@H](C)C3=O	48
COc1cc(NCCCCCNC2CCCCC2)c2ncccc2c1	96
COc1ccc(-c2nnc(Nc3ccc(C)cc3)o2)cc1OC	105
O=C(c1cn[nH]c1-c1ccccc1)N1CCN(Cc2nc3sc4c(c3c(=O)[nH]2)CCCC4)CC1	110
CCOC(=O)c1cccc(C)c1O	88
[C-]#[N+][C@]12C(=O)[C@H](CCC1(C)C)C(C)(C)[C@H]1C(=O)N(C)c3cccc2c31	68
CNC(=O)c1cc(Oc2ccc3nc(Nc4ccc(F)c(Cl)c4)ccc3c2)ccn1	69

Arranged by SMILES length (falling): some entries from above.
SMILES	HL-60(TB)
CCCCCCCCCCCCCCCCCCCCCCOC(=O)CCC(=O)OCCCCCCCCCCCCCCCCCCCCCC	101
COc1ccc(-c2nnc(Nc3ccc(C)cc3)o2)cc1OC	105
COc1cc(NCCCCCNC2CCCCC2)c2ncccc2c1	96

New compounds follow:
SMILES	HL-60(TB)
COc1cc(/C(N)=N/C(N)=N/c2nc3ccccc3s2)cc(OC)c1OC	22
CCOC(=O)n1c(O)c(N=NC(=O)c2ccc(S(N)(=O)=O)cc2)c2ccccc21	98
CCOC(=O)c1cccc(OCC)c1	96
CN1CCCC(NC(c2ccccc2)c2ccc(Cl)cc2)C1 (stereo not drawn)	97
N#CCc1ccc(Cl)cc1Cl	75
CC1(C)OC(=O)c2c(nc3c(-c4nc5ccccc5s4)c(Nc4ccccc4)sc3c2N)O1	107
O=S(=O)(F)c1ccc2nc(-c3cccc(Sc4ccccc4)c3)cc(Cl)c2c1	89
CC(Cl)CN(C)C (stereo not drawn)	93
O=S(=O)(NCCNc1cc(-c2c(-c3cccc(O)c3)nc3sccn23)ccn1)c1cccc(Cl)c1	40
O=C(NCC(O)CNC(=O)Nc1ccc(C2=NCC(O)CN2)cc1)Nc1ccc(C2=NCC(O)CN2)cc1 (stereo not drawn)	99
O=C(NC1CCN(Cc2ccccc2)CC1)c1cc2nc(-c3ccc(Cl)s3)cc(C(F)(F)F)n2n1	59
Cc1ccc(N2CCN(CC(O)COc3ccccc3)CC2)cc1 (stereo not drawn)	155
Cc1c(C(=O)Nc2nc3ccccc3s2)cnn1-c1ccccc1Br	77
CCOC(=O)NN1CC(O)=C(c2nc(-c3ccc(Br)cc3)cs2)C1=N	99
CC(=N)c1c(O)cc(C)oc1=O	91
O=c1c2ccccc2nnn1CCc1ccccc1	107&91
CC(C)(C)n1cc(-c2ccnc(NCCNS(=O)(=O)c3cccc(F)c3)c2)c(-c2ccccc2)n1	74
CN1C2CCC1CC(OC(c1ccccc1)c1ccccc1)C2 (stereo not drawn)	84
CC(c1ccccc1)C1CC(=O)N(C)C1=O (stereo not drawn)	96
Nc1ncnc(Nc2ccc(S(N)(=O)=O)cc2)n1	96
O=C(Nc1ccccc1C1=NCCN1)Nc1ccccc1C1=NCCN1	96
N#CCC(=O)c1ccc(N)cc1	102
O=Nc1ccc(O)c2ccccc12	-3.1*
CCOc1ccc2nc(NC(=O)c3ccc(C(F)(F)F)cc3)sc2c1	94
CCCCC1CCc2cccc3c(SCC(=O)N(C)c4ccccc4Br)cc[n+]1c23 (stereo not drawn)	103
COC(=O)[C@H](O)[C@@H](N)Cc1ccccc1	117
COc1ccc(/C=N\NC(=O)c2ccc3nc(-c4ccc([N+](=O)[O-])cc4)[nH]c3c2)cc1	90
CC(=O)Nc1cccc(Nc2nc(NCc3ccccc3)c3ccccc3n2)c1	-64*
CCN1C(=O)N(CC)C2C1NC(=S)N2/N=C/c1ccc(C(F)(F)F)cc1 (stereo not drawn)	79
CCOC(=O)c1c(NC(=O)c2ccc(F)cc2)sc2c1CCCC2	98
O=C(O)c1ccc(NC(=O)c2nc(-c3ccccc3)n(-c3ccccc3)n2)cc1	98
CCCCC(CC)COCCCNCC(=O)O (stereo not drawn)	96
Clc1ccc2c(NCCNc3nc(N4CCCC4)nc4ccccc34)ccnc2c1	-70*
COc1ccc(C(=O)C[n+]2cccc3c4ccccc4ccc32)cc1	22
COC(=O)c1cc(Cl)cc(NC(C)=O)c1Cl	104
Cc1c(C(=O)NCCCC(=O)NO)sc2ncnc(Nc3ccc(Cl)cc3)c12	103
O=[N+]([O-])c1ccc(/C=C/C=C/c2ccc(S(=O)(=O)F)cc2Cl)c(Cl)c1	104
CCN1CCN(c2nc(-c3ccccc3)nc3oc(-c4ccccc4)nc23)CC1	101
C=C[C@@H]1C[C@@H]2Cc3cc(Cl)ccc3N1O2	14
COc1ccc(C(=O)N/N=C/c2ccc(O)cc2O)cc1Nc1ccnc(C(F)(F)F)c1	14
COc1cc2c(c(O)c1Cl)C(=O)c1c(O)cc(C[C@H](C)O)cc1[C@H]2[C@H]1c2cc(C[C@H](C)O)cc(O)c2C(=O)c2c1cc(OC)c(Cl)c2O	1.9*
O=C(O)CCc1ccccc1Cl	109
CC(=O)c1cnc2sc(C(=O)Nc3ccccc3)c(N)c2c1	108
